From PubChem BioAssay
hgDAF-12 ag – H. glycines DAF-12 receptor agonists, primary screen, cell-based, luminescence, HEK293, GAL4 fusion, UAS-luciferase; Nuclear hormone receptor DAF-12 (Heterodera glycines), GAL4 fusion; HEK293 GAL4-hgDAF12 UAS-luciferase reporter, agonist luminescence; normalized to butyrate control; activation, % at 6.8 µM; hit rate 1.8% among 370,000;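 active means activation above a cutoff set at the mean of all screened compounds plus 3 SD, cut at about 10% in these data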;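 further: 0% = DMSO wells and 100% = sodium butyrate wells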
DAX1 inh-1 – DAX1 (NR0B1) inhibitors, primary screen, cell-based, HEK293, Gal4-DAX1, luciferase luminescence. Nuclear receptor subfamily 0 group B member 1 (Homo sapiens), P51843. inhibition, % at 6.75 µM. HEK293 Gal4-DAX1 luciferase reporter. hit rate 0.99% among 340,000. AID 504766, 2011;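 active means inhibition above the mean over all tested compounds plus 3 SD, cut at about 4.2% in these data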;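 further: 0% = DAX1-transfected cells with DMSO and 100% = empty-vector control cells with DMSO; inhibition shows as a rise in luminescence from relieved DAX1 repression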
SMARCA2 activ – SMARCA2 (BRM) function activators, primary screen, cell-based, luminescence, high throughput; AID 652017, 2013; MG213 cells, MMTV-luciferase reporter, dexamethasone, overnight; activation, % at 9.1 µM; hit rate 1% among 370,000; in the data active means activation above about 7.8%;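 further: 0% = vehicle wells and 100% = reference activator wells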
NR1D1 modulator – modulators of Rev-erb alpha DNA binding, primary screen, biochemical, FITC-DNA, fluorescence polarization, uHTS; Nuclear receptor subfamily 1 group D member 1 (Homo sapiens), P20393; Rev-erbα–FITC-DNA binding, 90 min; activity, % at 10 µM; hit rate 0.79% among 370,000; AID 1259318, 2017;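 active means activity above about 14%, limit read from the data; passing the limit was not always enough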;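 further: 0% = DMSO wells with 35 nM protein and 100% = DMSO wells with 750 nM protein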
hcDAF12 agonist – H. contortus DAF-12 nuclear receptor activators, primary screen, cell-based, luminescence, HEK293, lit1-tk-luc reporter. HEK293 hcDAF-12 lit1-tk-luc reporter; 0% DMSO, 100% Δ7-dafachronic acid. activation, % at 6.8 µM. hit rate 1.4% among 370,000. AID 652067, 2013;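 active means activation above the mean of all tested compounds plus 3 SD, cut at about 5.5% in these data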;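 further: 100% = response to 3 µM Δ7-dafachronic acid high control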
PG9 binder – binders of HIV-1 gp120 antibody PG9, primary screen, biochemical, TR-FRET | HIV-1 gp120 / PG9 antibody interaction | TR-FRET gp120-PG9 antibody binding | inhibition, % at 6.7 µM | hit rate 0.43% among 360,000; in the data active means inhibition above about 8.5%
FXN GAA850 act – FXN promoter activators, primary screen, cell-based, luciferase luminescence, HEK293 lucGAA850 | HEK293 lucGAA850 FXN promoter luciferase reporter, 24 h; percent of 10 µM SAHA response | activation, % at 6 µM | hit rate 0.56% among 360,000 | AID 540364, 2011;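 active means activation above the average of all compounds screened plus 3 SD, cutoff fixed separately per campaign, cut at about 7.5% in these data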;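 further: 0% = DMSO wells and 100% = 10 µM SAHA wells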
DAX1 inh-2 – DAX1 (NR0B1) inhibitors on StAR promoter, primary screen, cell-based, luminescence, SF-1 (NR5A1), full-length DAX-1; inhibition, % at 6.8 µM; HEK293T StAR-luciferase reporter, SF-1/DAX-1 repression relief; hit rate 1.1% among 370,000; AID 652010, 2013;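 active means inhibition above the mean over all tested compounds plus 3 SD, cut at about 3.6% in these data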;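 further: 0% = DAX-1 cells with DMSO and 100% = cells lacking DAX-1 with DMSO; higher inhibition means more luminescence from relief of DAX-1 repression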
PLCb3 inh – human PLC-beta3 inhibitors, primary screen, biochemical, fluorescence | inhibition, % at 12.2 µM | Purified PLC-beta3, fluorogenic substrate | hit rate 0.18% among 370,000 | 1-phosphatidylinositol 4,5-bisphosphate phosphodiesterase beta-3 (Homo sapiens), Q01970; in the data active means inhibition above about 11%;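 further: 0% = median of compound wells on plate and 100% = full blocker control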
Target sequence (Q01970 whole entry, looked up): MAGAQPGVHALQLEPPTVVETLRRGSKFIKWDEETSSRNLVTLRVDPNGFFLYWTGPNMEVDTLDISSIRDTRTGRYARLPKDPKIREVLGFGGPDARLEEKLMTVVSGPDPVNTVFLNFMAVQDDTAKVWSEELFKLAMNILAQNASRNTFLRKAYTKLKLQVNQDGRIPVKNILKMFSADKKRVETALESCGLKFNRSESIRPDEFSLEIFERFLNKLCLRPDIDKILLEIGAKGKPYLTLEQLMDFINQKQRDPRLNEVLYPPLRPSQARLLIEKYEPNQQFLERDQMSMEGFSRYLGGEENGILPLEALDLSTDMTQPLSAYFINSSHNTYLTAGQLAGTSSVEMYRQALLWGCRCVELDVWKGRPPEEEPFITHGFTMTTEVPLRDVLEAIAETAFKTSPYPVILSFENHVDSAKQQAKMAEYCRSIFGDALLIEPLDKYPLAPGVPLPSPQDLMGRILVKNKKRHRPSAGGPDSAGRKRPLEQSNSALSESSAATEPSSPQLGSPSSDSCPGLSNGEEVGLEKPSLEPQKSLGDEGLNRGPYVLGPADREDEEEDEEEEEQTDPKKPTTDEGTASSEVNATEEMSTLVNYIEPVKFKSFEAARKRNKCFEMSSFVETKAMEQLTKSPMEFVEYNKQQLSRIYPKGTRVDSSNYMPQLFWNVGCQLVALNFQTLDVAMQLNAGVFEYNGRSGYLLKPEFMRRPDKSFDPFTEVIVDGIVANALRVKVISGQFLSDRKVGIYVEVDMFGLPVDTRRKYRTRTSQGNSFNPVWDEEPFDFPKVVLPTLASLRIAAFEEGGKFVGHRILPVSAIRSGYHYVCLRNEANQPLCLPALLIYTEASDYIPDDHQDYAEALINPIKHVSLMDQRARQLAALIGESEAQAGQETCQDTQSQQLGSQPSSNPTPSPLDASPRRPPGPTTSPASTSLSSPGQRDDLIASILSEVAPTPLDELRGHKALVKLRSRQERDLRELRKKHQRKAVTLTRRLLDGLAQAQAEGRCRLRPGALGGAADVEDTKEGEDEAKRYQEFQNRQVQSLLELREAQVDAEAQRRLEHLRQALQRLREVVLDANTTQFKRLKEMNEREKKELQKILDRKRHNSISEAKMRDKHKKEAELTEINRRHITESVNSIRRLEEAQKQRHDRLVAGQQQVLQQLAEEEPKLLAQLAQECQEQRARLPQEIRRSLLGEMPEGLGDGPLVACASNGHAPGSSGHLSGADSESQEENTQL
HGIII-sPLA2 inh – human group III sPLA2 inhibitors, primary screen, biochemical, QFRET, BODIPY PC-A2 liposome substrate; Group 3 secretory phospholipase A2 (Homo sapiens), Q9NZ20; QFRET BODIPY PC-A2 liposome hydrolysis, fluorescence; inhibition, % at 12.2 µM; hit rate 0.56% among 370,000;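 active means inhibition above mean plus 3 SD of compounds lying within the high and low control bounds, cut at about 19% in these data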;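 further: 0% = median of test compound wells and 100% = no enzyme DMSO wells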
ssDAF-12 act – S. stercoralis DAF-12 nuclear receptor activators, primary screen, cell-based, luminescence, HEK293, GRIP1 co-expression, lit1-tk-luc; Nuclear hormone receptor DAF-12 (Strongyloides stercoralis); HEK293 ssDAF-12/GRIP1 lit1-tk-luc reporter; % of 3 µM dafachronic acid response; activation, % at 6.8 µM; hit rate 1% among 370,000; AID 652126, 2013;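 active means activation above the mean over all tested compounds plus 3 SD, cut at about 0.9% in these data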;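 further: 0% = DMSO-only wells and 100% = 3 µM delta7-dafachronic acid wells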
An asterisk follows results filed as active; i = inactive; . = no result given; & = joins results of further samples.

Results follow in this order: HGIII-sPLA2 inh	NR1D1 modulator	PLCb3 inh	PG9 binder	DAX1 inh-2	SMARCA2 activ	hcDAF12 agonist	hgDAF-12 ag	DAX1 inh-1	ssDAF-12 act	FXN GAA850 act
> CCOC(=O)c1c(C(F)(F)C(F)(F)C(F)(F)C(F)(F)F)n[nH]c1C
→ 5	3	2	-0.7	-0.1	-1	-1.9	0.5	1.5	-1.3	-1.4
> Cc1nc2ccccn2c1C(=O)Nc1ccc2c(c1)OCCO2
→ 0	-2	1	-3.2	-0.8	-4	-3.0	-4.5	-1.4	-1.5	-7.9
> COc1ccc(C2=NN(C3=NN=C(N)Cc4ncnn43)C(O)(C(F)(F)F)C2)cc1 (stereo unspecified)
→ -38	3	-30	-0.3	0.1	-2	-1.2	-0.3	1.5	-1.5	0.6
> O=C(O)c1ccccc1C(=O)N(Cc1ccccc1)Cc1ccccc1
→ 5	-1	-1	1.8	0.1	-2	-1.7	-2.0	-0.2	-0.5	0.9
> CCOC(=O)CCn1nc(-c2ccc(C)cc2)c2ccccc2c1=O
→ -3	-2	5	0.8	-0.3	0	-1.1	1.9	0.3	-2.0	2.1
> CC(=O)Nc1ccc(S(=O)(=O)N2CCN(S(=O)(=O)N3CCCCC3)CC2)cc1
→ 0	2	1	-2.6	0.1	-2	-1.4	-2.1	-0.3	-0.8	-1.2
> COc1ccc(NC(=O)CCCC(=O)c2ccccc2)c(OC)c1
→ 9	1	-7	-1.3	0.2	-2	0.8	2.2	-0.6	-1.0	-1.1
> CCC(NC(=O)CCc1c(C)c2cc3c4c(oc3cc2oc1=O)CCCC4)C(=O)O (stereo unspecified)
→ -6	-3	-395	-1.6	-0.4	-8	-4.9	-10	-2.6	-2.1	-11
> CC1=C(C(=O)Nc2ccccc2)C(c2ccncc2)C(C#N)=C(SCC(=O)NC(C)C)N1 (stereo unspecified)
→ -4	0	-1	-0.4	1.1	-3	-1.7	2.4	-0.3	-0.8	1.2
> O=C(O)C1C2C=CC(C3CC23)C1C(=O)NCCc1ccccc1 (stereo unspecified)
→ 2	4	2	0.0	-0.4	-2	0.4	1.7	0.0	-1.1	4.8
> Cc1ccc(N2CC(C(=O)Nc3cc(C)ccc3F)CC2=O)cc1 (stereo unspecified)
→ -2	-3	-5	0.1	0.0	-5	-1.2	-1.3	0.4	-0.6	-0.8
> CCOC(=O)C1CCN(C(c2cc3c(C)ccc(C)c3[nH]c2=O)c2nnnn2C2CCCCC2)CC1 (stereo unspecified)
→ -2	3	-54	-0.1	-0.8	-3	0.2	0.5	-0.9	-0.6	-0.8
> O=C(O)CCCCCN1C(=O)C(=O)/C(=C(/O)c2ccccc2)C1c1ccccc1 (stereo unspecified)
→ 6	-6	5	0.8	1.1	0	0.4	-1.6	0.1	0.0	0.2
> CCOc1cc(N2CCOCC2)c(OCC)cc1NC(=O)c1oc2ccccc2c1C
→ -3	-4	-7	-1.2	-0.1	-2	0.2	2.2	-0.3	-1.1	0.2
> CSc1ccccc1C(=O)NCCCn1ccnc1
→ 1	-2	-6	-1.8	0.7	-3	1.0	4.1	0.9	-0.3	1.3
> COc1ccc(/C=C(/NC(=O)c2ccccc2)C(=O)NCC2CCCO2)cc1 (stereo unspecified)
→ 1	1	-4	-0.3	-0.1	-1	-2.1	-1.4	-0.9	-0.4	1.0
> CCOC(=O)c1c(NC(=O)CC2SC(N)=NC2=O)sc(C)c1C (stereo unspecified)
→ -21	4	4	-3.3	-0.5	-2	0.4	-0.4	-1.6	-0.9	1.1
> COc1ccc(-c2nnc3sc(COc4ccc(C)cc4)nn23)cc1
→ 1	-4	0	1.2	-0.2	-1	-0.9	3.5	0.1	-1.1	-1.4
> CCc1cc(C(=O)Nc2ccccc2)cs1
→ -3	1	0	-0.2	2.3	5	3.8	8.2	0.5	-0.8	4.5
> Cc1nn(-c2ccccc2)c(C)c1C=NNC(=O)CSc1nc2ccccc2n1C
→ 11	7	1	.	-0.1	-6	-2.7	-2.2	.	-1.5	.

(cont.)
Results follow in this order: HGIII-sPLA2 inh	NR1D1 modulator	PLCb3 inh	PG9 binder	DAX1 inh-2	SMARCA2 activ	hcDAF12 agonist	hgDAF-12 ag	DAX1 inh-1	ssDAF-12 act	FXN GAA850 act
> CCN(CC(=O)NCCCN1CCOCC1)S(=O)(=O)c1ccc(F)cc1
→ 9	-3	-5	2.8	0.6	0	1.0	1.7	2.6	-0.1	-0.2
> O=C(CCCN1C(=O)CCC1=O)Nc1ccccc1F
→ 3	0	2	0.1	-0.4	2	1.2	-0.6	0.7	-1.4	-0.3
> O=[N+]([O-])c1ccc(/C([O-])=C(/C(=S)Nc2ccccc2F)[n+]2ccccc2)cc1
→ 3	-1	-8	0.4	1.1	1	1.5	2.8	0.0	-1.1	2.8
> CCCCCCn1c(=O)[nH]c2nc3cc(N)ccc3nc2c1=O
→ -130	12	i	-3.7	-1.5	-2	-0.8	-3.5	.	-1.8	.
> O=C(Nc1ccc2c(c1)OCO2)c1c(F)cccc1F
→ 2	4	-7	0.7	2.3	2	5.5	13*	1.3	-0.7	-0.5
> O=C(COC(=O)COc1ccc(Cl)cc1Cl)NC1CCS(=O)(=O)C1 (stereo unspecified)
→ -5	-2	-5	0.2	1.0	0	-0.8	3.0	-0.1	-0.6	1.3
> COc1ccc(NC(=S)Nc2cccc(S(=O)(=O)N3CCCCC3)c2)cc1
→ 11	0	0	1.0	-0.7	-3	0.3	-2.4	-1.3	-0.5	-2.5
> Cc1cc(C)nc(/N=C2\NC(=O)CC(C(=O)O)N2c2ccc(Cl)cc2Cl)n1 (stereo unspecified)
→ 3	6	1	-0.7	0.2	-5	-0.4	6.0	0.3	-1.7	-2.1
> N#CC1=C(N)Oc2n[nH]c(-c3cccs3)c2C1C1C=CCCC1 (stereo unspecified)
→ 6	2	-8	-0.6	0.1	-3	-0.1	-0.2	-0.7	-0.7	0.4
> COc1cc(-c2noc(C)c2/C=C/c2ccc(N)cc2)cc(OC)c1OC
→ 10	-2	-56	-7.2	0.3	3	1.8	-6.7	-1.5	-0.7	-2.5
> COc1ccc(-n2c3c(cc(C(=O)N4CCC(C)CC4)c2=O)C(=O)CC(C)(C)C3)cc1
→ -2	5	-8	-1.2	0.1	0	-0.9	0.3	1.0	-1.0	0.2
> O=C(c1ccco1)N1N=C(c2ccco2)CC1c1ccc(Cl)cc1Cl (stereo unspecified)
→ 14	4	-26	-2.5	0.2	-2	-1.0	-2.7	-0.6	-1.6	0.8
> O=C(Nc1ccc(S(=O)(=O)N2CCC(C(=O)NC3CCCCC3)CC2)cc1)c1ccco1
→ 1	-4	-79	1.9	-0.3	-4	-2.1	1.9	0.3	-1.2	-2.0
> N[C@@H](Cc1ccc(O)cc1)c1nnc([C@H](CC(=O)O)NC(=O)C2CCNCC2)o1
→ 9	-4	2	-0.6	-0.2	1	-0.1	1.0	1.1	-1.0	1.3
> Cc1ccsc1C(=O)N1CCCC(N(C)Cc2ccccc2)C1 (stereo unspecified)
→ 5	4	1	-0.4	-0.1	-2	-0.7	-0.3	-0.6	-0.1	2.4
> CCCCC/C(=N\NC(=O)Nc1ccccc1)c1ccccc1
→ 4	8	-1	0.6	0.3	-3	-0.9	-0.7	1.5	-1.7	-0.6
> COc1cccc(-c2c(C(=O)N/N=C/C3CC=CCC3)nnn2-c2nonc2N)c1 (stereo unspecified)
→ -15	-6	-10	0.1	0.1	-1	-3.1	0.1	0.3	-0.8	3.7
> c1ccc(COc2cccc(-c3cc4nc(NCCCn5ccnc5)ccn4n3)c2)cc1
→ -42	3	-113	-0.8	-2.6	-2	-1.2	-0.9	.	-1.9	-1.9
> CC(=O)Oc1ccccc1C(=O)O
→ 1	-1&-8	0	-1.1	-0.1	0	-1.5	0.9	-1.4	-0.9	-1.0
> CCN(CC)c1ccc(-n2c(O)c(C=C3N=c4ccccc4=N3)sc2=S)cc1
→ 4	4	-1	0.5	0.0	-4	-1.3	2.0	0.7	-0.7	1.6

(next part)
Results follow in this order: HGIII-sPLA2 inh	NR1D1 modulator	PLCb3 inh	PG9 binder	DAX1 inh-2	SMARCA2 activ	hcDAF12 agonist	hgDAF-12 ag	DAX1 inh-1	ssDAF-12 act	FXN GAA850 act
> Cc1cc(NC(=O)c2ccccc2)sc1C
→ 6	-5	-5	-2.3	3.5	19*	9.9*	19*	0.2	0.4	3.5
> COc1ccc(C(=O)Cn2c(N3CCCCC3)nc3c2c(=O)n(C)c(=O)n3C)cc1OC
→ -5	-2	-7	-0.9	-0.7	0	-0.5	8.0	0.3	-1.3	4.5
> CC(C)C1Cc2c(sc(NC(=S)NC(=O)c3ccccc3)c2C#N)CO1 (stereo unspecified)
→ 6	4	1	0.0	0.0	-1	0.3	3.4	0.7	-0.8	2.0
> CC(C)(C)OC(=O)N1CCC[C@H]1c1nnc(SCc2c(F)cccc2Cl)o1
→ -5	0	-1	-3.0	-0.2	2	-1.2	-2.8	0.2	-1.5	1.0
> CCc1ccc(OCC(=O)NNC(=O)C2CCN(c3ncnc4sc(C)c(C)c34)CC2)cc1
→ -23	0	-9	0.7	1.1	-1	-1.2	0.9	-0.6	-0.5	-2.9
> CCC(Oc1cc(Cl)ccc1Cl)C(=O)NN1C(=O)C2C3CCC(C3=C(C)C)C2C1=O (stereo unspecified)
→ -4	-1	-3	0.7	-0.4	-3	-1.1	0.5	-1.4	-1.0	-0.7
> CCCOc1ccc(S(=O)(=O)NCc2ccc(OC)cc2)cc1
→ -22	4	0	-0.5	-0.5	-2	-0.8	1.4	0.7	-1.0	-1.7
> COC(=O)c1ccc(OCC(O)CN2CCC(C)CC2)cc1 (stereo unspecified)
→ 9	-6	-10	0.8	0.4	-1	-1.9	-3.9	2.9	-1.4	-0.5
> COc1ccc(CCNC(=O)C2CCN(S(=O)(=O)c3cnc[nH]3)CC2)cc1OC
→ -7	-1	-1	-1.8	-0.8	-1	-0.7	-2.7	-0.4	-1.3	-1.1
> CCCOc1cc(N(CC)CC)ccc1/C=C(/C#N)c1nc2ccc(C)cc2[nH]1
→ -46	32*	-90	-0.7	-0.3	0	-1.5	5.9	-1.6	-1.8	0.3
> C/C=C(\C)CN1CCC(Oc2cc(C(=O)NC3CC3)ccc2OC)CC1
→ 5	-3	-4	0.8	0.1	-2	-1.6	-1.2	0.4	-0.5	0.1
